Screening data (PubChem)
Rac1 wt GTP bind: alters GTP binding to wildtype human Rac1 | P63000 | GST-Rac1 beads, fluorescent GTP binding, flow cytometry; actives lie on both sides; 0 = cold GTP competed, 100 = untreated | GTP binding activity (% of control), % at 10 µM | 190,000 compounds, 0.27% hits | AID 757;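 active = GTP binding activity at least 20 points away from the 100% control level, either lower or higher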
Cdc42 wt: human Cdc42 wildtype GTP binding change, either direction; P60953; percent activity (GTP binding), % at 10 µM; 190,000 compounds, 0.2% hits; GST-Cdc42 beads, Bodipy-GTP binding, flow cytometry; actives lie on both sides;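 active = percent activity GTP binding at least 20 points away from the 100% baseline, either down as inhibitor or up as activator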;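 also: median bead fluorescence of bound Bodipy-FL-GTP at 100 nM; 0% = excess unlabeled GTP control and 100% = no compound control; below 100% means less GTP binding so inhibitor and above means activator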
Pf gamet viab: P. falciparum stage V gametocyte viability inhibition; inhibition, % at 10.9 µM; P. falciparum stage V gametocytes, ATP luminescence, 24 h; 150,000 compounds, 0.065% hits; AID 743093;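 active = inhibition above the mean plus 3 SD of compounds within the control limits, set per campaign, cut at about 38% in these data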;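 also: 0% = DMSO wells and 100% = medium only without gametocytes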
Rac1 act GTP bind: alters GTP binding to activated mutant human Rac1 | GST-Rac1 activated beads, fluorescent GTP binding, flow cytometry; actives lie on both sides; 100% means binding = to untreated wells | P63000 | percent activity (GTP binding), % at 10 µM | 190,000 compounds, 0.11% hits | AID 764;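 active = GTP binding at least 20 percentage points away from the 100% baseline, in either direction, so actives lie on both sides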
Mcl-1 Bim block: human Bim-Mcl-1 interaction inhibition | Q07820 | Bead-based flow cytometry, Bim peptide-Mcl-1 binding | inhibition, % at 10 µM | 190,000 compounds, 0.1% hits | AID 1009; in the data active = inhibition above about 40%;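 also: 0% = no compound tracer wells and 100% = peptide blocker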
Target sequence (Q07820 whole entry, looked up): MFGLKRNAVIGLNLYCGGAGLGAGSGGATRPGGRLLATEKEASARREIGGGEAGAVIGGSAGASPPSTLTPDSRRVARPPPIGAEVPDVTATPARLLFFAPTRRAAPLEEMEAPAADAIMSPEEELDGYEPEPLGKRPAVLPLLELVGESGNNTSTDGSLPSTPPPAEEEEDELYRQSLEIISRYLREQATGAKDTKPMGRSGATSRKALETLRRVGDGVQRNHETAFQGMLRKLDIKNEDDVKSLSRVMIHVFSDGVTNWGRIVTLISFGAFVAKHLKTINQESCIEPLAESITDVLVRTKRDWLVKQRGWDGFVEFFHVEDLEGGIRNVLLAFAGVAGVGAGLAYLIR
Rab7 wt GTP bind: modulators of GTP binding to dog Rab7 wildtype GTPase | GST-Rab7 beads, fluorescent GTP binding, flow cytometry; actives lie on both sides; untreated = 100%, excess cold GTP = 0% | GTP binding activity (percent of control), % at 10 µM | 190,000 compounds, 0.055% hits | AID 758;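 active = fluorescent GTP binding to Rab7 beads changed by at least 20 points from the 100% baseline, either direction, mostly lower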;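 also: median green fluorescence of bound Bodipy-FL-GTP per Rab7 bead population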
Mcl1 Bid PPI: disrupts binding of human Mcl-1 to Bid peptide; Q07820; TR-FRET Mcl-1/Bid-Dy647 peptide binding, 1536-well; inhibition, % at 21.7 µM; 220,000 compounds, 0.97% hits;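 active = compounds that cut the binding signal by more than half at the single screening dose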;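 also: His-tagged Mcl-1 with europium anti-His antibody binding Bid BH3 peptide; 0% = Mcl-1 plus peptide wells and 100% = peptide-only wells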
RGS8-Gao reg: human RGS8-Galphao interaction regulation | P09471 | multiplexed bead flow cytometry, RGS8-Galphao binding; actives lie on both sides | response (percent of control binding), % at 10 µM | 220,000 compounds, 0.34% hits; in the data active = response below about 60% or above about 140%; inactive = in between;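 also: Galphao activated as the GDP aluminium fluoride complex binding bead-coupled RGS8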
Target sequence (P09471 whole entry, looked up): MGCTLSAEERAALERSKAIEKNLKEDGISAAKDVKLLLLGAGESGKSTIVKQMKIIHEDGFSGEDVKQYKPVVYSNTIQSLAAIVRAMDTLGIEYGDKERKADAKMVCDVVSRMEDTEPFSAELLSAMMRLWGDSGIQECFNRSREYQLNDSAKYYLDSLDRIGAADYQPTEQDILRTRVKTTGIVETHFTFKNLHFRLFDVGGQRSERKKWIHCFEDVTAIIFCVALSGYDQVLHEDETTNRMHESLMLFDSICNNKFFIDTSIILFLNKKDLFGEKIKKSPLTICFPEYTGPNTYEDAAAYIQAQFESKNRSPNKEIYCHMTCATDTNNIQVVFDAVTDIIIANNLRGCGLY
Mcl1 Noxa PPI: disrupts binding of human Mcl-1 to Noxa peptide | Q07820 | TR-FRET Mcl-1/Noxa peptide binding, 2 h | inhibition, % at 21.7 µM | 220,000 compounds, 1.5% hits | AID 1022;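 active = compounds that cut the protein-peptide binding signal by more than 50% relative to plate controls in a single-dose test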;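 also: His-tagged Mcl-1 with rhodamine Noxa BH3 peptide and terbium anti-His antibody; 0% = Mcl-1 plus Noxa peptide wells and 100% = peptide-only wells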
Rab2 wt GTP: changes GTP binding to wildtype dog Rab2A, up or down | GTP binding activity, % at 10 µM | AID 760 | 190,000 compounds, 0.19% hits | GST-Rab2 wt beads, Bodipy-GTP binding, flow cytometry;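 active = GTP binding activity at least 20 points away from 100%, either lowered or raised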;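 also: 0% = beads with excess unlabeled GTP and 100% = no-compound control corrected for plate trend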
HRas wt GTP: modulators of GTP binding to human HRas wildtype; P01112; GST-Ras wt beads, Bodipy-FL-GTP binding, flow cytometry; actives lie on both sides; GTP binding activity, % at 10 µM; 190,000 compounds, 0.14% hits;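 active = GTP binding activity at least 20% away from the 100% baseline, either lowered as inhibitor or raised as activator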;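 also: 0% = unlabeled GTP competition control and 100% = no-compound control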
Target sequence (P01112 whole entry, looked up): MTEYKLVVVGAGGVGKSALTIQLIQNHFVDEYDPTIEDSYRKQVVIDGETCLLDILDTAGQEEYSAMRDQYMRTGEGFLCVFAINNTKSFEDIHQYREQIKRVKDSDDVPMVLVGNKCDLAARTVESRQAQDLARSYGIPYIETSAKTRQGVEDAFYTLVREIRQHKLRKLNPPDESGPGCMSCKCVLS
An asterisk follows results filed as active; . = not tested or not shown.

Under each structure: Rac1 wt GTP bind	Cdc42 wt	Pf gamet viab	Rac1 act GTP bind	Mcl-1 Bim block	Rab7 wt GTP bind	Mcl1 Bid PPI	RGS8-Gao reg	Mcl1 Noxa PPI	Rab2 wt GTP	HRas wt GTP
1: COc1ccc(N2CCN(C(=S)Nc3ccc(C)cc3C)CC2)cc1
    102.0	97.0	9.8	94.0	0.0	104.0	-51.0	104.4	15.3	100.0	99.0
2: CC(C)NC(=O)NC(=O)CSc1nnc(COc2ccccc2F)n1C(C)C1CC2CCC1C2 (stereo unspecified)
    104.0	102.0	.	100.0	-1.0	98.0	2.3	96.6	8.1	101.0	104.0
3: COC(=O)c1cc(NC(=O)c2ccc(-c3ccccc3)cc2)ccc1Cl
    103.0	103.0	41.4*	100.0	-6.0	96.0	-5.6	102.9	-38.0	100.0	100.0
4: O=C(NCCc1ccccc1)c1noc2c1CCc1ccccc1-2
    100.0	96.0	-8.5	97.0	-2.0	95.0	-8.6	99.4	-8.9	97.0	97.0
5: Clc1ccc(-n2nnc(-c3cccnc3Cl)n2)cc1Cl
    98.0	96.0	7.5	96.0	0.0	103.0	36.2	99.7	39.0	96.0	97.0
6: CCOC(=O)N/N=C/c1ccccc1F
    105.0	105.0	.	99.0	-2.0	99.0	-3.6	102.7	7.8	101.0	102.0
7: CCN1CCN(CCCN(Cc2ccco2)C(=S)Nc2ccc(C)c(Cl)c2)CC1
    96.0	97.0	-15.7	95.0	-5.0	95.0	-25.9	103.3	10.3	96.0	98.0
8: CCOC(=O)C(=NCCCN(C)C)NNc1ccc(Br)cc1
    104.0	101.0	-5.6	103.0	-8.0	94.0	-24.9	97.3	7.5	101.0	101.0
9: CC(=O)c1cccc(N(C(=O)c2ccccn2)C(C(=O)NC2CCCCC2)c2cccs2)c1 (stereo unspecified)
    93.0	95.0	.	97.0	-3.0	96.0	-11.5	102.2	4.3	96.0	96.0
10: Cc1ccccc1-n1c(=S)[nH]c2nc3c(cc2c1=O)CCCC3
    97.0	96.0	.	94.0	-6.0	94.0	-29.6	99.0	11.8	95.0	94.0
11: Cc1ccc(S(=O)(=O)N2CCCC(C(=O)NCCC3=CCCCC3)C2)cc1 (stereo unspecified)
    102.0	100.0	4.4	97.0	-1.0	103.0	-27.2	126.7	19.5	100.0	103.0
12: CCNC(=S)N/N=C(\C)c1ccc2c(c1)OCCO2
    106.0	102.0	.	99.0	-4.0	103.0	-4.7	80.9	34.4	103.0	104.0
13: CCc1ccc(OCC(=O)NC2CC(C)(C)NC(C)(C)C2)cc1
    98.0	95.0	-3.6	94.0	0.0	99.0	-5.9	101.4	-0.8	97.0	95.0
14: CN(Cc1cccs1)C(=O)CSc1nc(N)cc(N)n1
    102.0	96.0	13.4	96.0	-2.0	105.0	-29.1	96.6	3.4	97.0	99.0
15: CC(C)C1N=C(c2ccc3c(c2)OCO3)CC(c2ccccc2O)N1 (stereo unspecified)
    93.0	96.0	.	89.0	-1.0	92.0	-8.0	87.6	-3.2	89.0	92.0
16: Nc1nc2nccc(-c3ccco3)n2n1
    99.0	100.0	6.4	101.0	0.0	100.0	-7.7	102.0	18.4	96.0	93.0
17: COc1ccc(CCNC(=O)NC23CC4CC(CC(C4)C2)C3)cc1OC
    99.0	101.0	24.8	100.0	0.0	99.0	-14.6	101.8	19.5	102.0	101.0
18: O=C1NCCCc2nc(Oc3ccccc3)sc21
    107.0	103.0	.	102.0	3.0	101.0	-1.5	102.8	23.6	101.0	104.0
19: COC(=O)c1ccc(NC(=O)Nc2ccc(C)cc2)cc1
    100.0	98.0	.	96.0	-3.0	99.0	5.3	119.1	30.2	97.0	97.0
20: Cc1ccc2[nH]c3c(c2c1)CN(C(=O)CN(C)CC1OCCO1)CC3
    110.0	109.0	-23.6	103.0	-8.0	108.0	-38.0	99.5	-0.4	107.0	106.0
21: Cc1ccc(CN2CCN(/N=C/c3cccs3)CC2)cc1
    105.0	103.0	3.2	98.0	-5.0	96.0	-3.3	100.5	7.3	99.0	101.0
22: Cc1ccc(S(=O)(=O)NCCn2c(C)cc3ccccc32)cc1
    93.0	93.0	.	95.0	0.0	95.0	-11.6	100.8	1.7	93.0	93.0
23: CCn1cc(CNCc2cn[nH]c2-c2cc3ccccc3o2)cn1
    105.0	97.0	3.2	99.0	-3.0	100.0	1.0	102.8	-6.3	95.0	96.0
24: COc1ccc(-c2c3c(nc4sc5c(Cl)nc(C)nc5c24)CCC3)cc1
    98.0	98.0	.	98.0	1.0	101.0	-5.6	117.9	-20.1	100.0	97.0
25: COc1ccc2c(C)cc(N3CCN(c4ccc(F)cc4)CC3)nc2c1
    106.0	103.0	7.7	103.0	1.0	98.0	-46.4	104.2	0.1	98.0	100.0
26: CCC(C)NCCCOc1ccc(Cl)cc1C(C)(C)C (stereo unspecified)
    100.0	100.0	1.5	100.0	.	100.0	34.5	87.2	30.6	100.0	99.0
27: COC(=O)C(NC(C)=O)(Nc1nc2c(s1)CCCC2)C(F)(F)F (stereo unspecified)
    103.0	101.0	-16.4	98.0	0.0	99.0	-25.6	103.6	21.3	101.0	99.0
28: O=C(O)c1ccc(COc2ccc(CO)cc2Cl)cc1
    95.0	97.0	.	97.0	0.0	92.0	-24.1	104.9	10.0	93.0	95.0
29: CCOc1ccccc1/C=C(\NC(=O)c1ccccc1)C(=O)NCCC(=O)O
    105.0	101.0	-13.6	102.0	-4.0	96.0	5.3	99.6	20.9	101.0	102.0
30: CC(=O)Nc1ccc(S(=O)(=O)Nc2cccc(N(C)S(C)(=O)=O)c2)cc1
    102.0	102.0	18.1	99.0	-1.0	97.0	-14.4	101.4	-6.4	101.0	99.0
31: CN(C(=O)c1ccc(S(=O)(=O)N2CCCC2)cc1)C1CCCCC1
    110.0	107.0	.	102.0	-1.0	101.0	-28.8	103.7	8.6	101.0	105.0
32: CCCCCC(=O)Nc1nc(C)c(-c2csc(Nc3ccccc3OC)n2)s1
    101.0	100.0	.	101.0	-1.0	97.0	-34.2	100.4	-5.0	98.0	100.0
33: Cc1c(NC(=O)CC(O)(C(F)(F)F)C(F)(F)F)c(=O)n(-c2ccccc2)n1C
    101.0	105.0	.	101.0	0.0	100.0	-6.4	99.2	4.9	104.0	105.0
34: CC(C)(C)c1ccc(C(=O)Nc2ccc(N3CCOCC3)cc2)cc1
    107.0	103.0	9.0	100.0	-1.0	100.0	-18.1	105.9	14.5	103.0	104.0
35: Oc1c(C(Nc2cccc(C(F)(F)F)c2)c2cccnc2)ccc2cccnc12 (stereo unspecified)
    101.0	96.0	4.4	99.0	-2.0	97.0	-19.6	95.6	24.2	97.0	100.0
36: COC(=O)c1nnn(-c2nonc2N)c1CSc1nnc(N)s1
    98.0	98.0	-0.9	97.0	-1.0	97.0	-27.2	98.5	18.2	98.0	97.0
37: COCNc1nc(OCC#N)nc(N(C)C)n1
    101.0	100.0	-7.6	101.0	-3.0	99.0	-38.3	99.0	7.0	102.0	100.0
38: Cc1cc(C)cc(NC(=S)NCCSc2ccc(Cl)cc2)c1
    106.0	101.0	.	102.0	-2.0	100.0	-48.6	99.5	-0.3	99.0	103.0
39: COc1cccc(N(CC(=O)NC(C)c2ccccc2)S(C)(=O)=O)c1 (stereo unspecified)
    107.0	107.0	-31.3	100.0	5.0	101.0	-12.8	105.6	-11.5	104.0	103.0
40: O=C(Nc1ccccc1)N1CCN(S(=O)(=O)c2ccccc2)CC1
    104.0	100.0	9.5	99.0	0.0	96.0	-20.7	100.5	2.2	94.0	100.0
41: N#Cc1nc(-c2ccco2)oc1N1CCC(C(N)=O)CC1
    95.0	98.0	.	94.0	-2.0	98.0	6.7	101.1	-4.2	96.0	98.0
42: Cc1cc(SCC(=O)NC(=O)NCc2ccco2)nc2c(C)cccc12
    95.0	97.0	.	96.0	-5.0	98.0	3.9	95.4	35.1	97.0	98.0
43: Cn1ncc2c(Nc3cccc(C(=O)O)c3)ncnc21
    102.0	101.0	.	98.0	0.0	100.0	-1.0	102.8	14.0	99.0	100.0
44: CCCCCCCC(=O)NNC(=O)c1c(O)c2ccccc2n(CCC)c1=O
    91.0	88.0	-11.1	87.0	1.0	95.0	-0.7	98.6	-11.8	87.0	90.0
45: CC(C(=O)OCn1nnc2ccccc2c1=O)N1C(=O)c2ccccc2C1=O (stereo unspecified)
    103.0	103.0	12.0	99.0	-7.0	99.0	-21.4	99.2	15.1	104.0	103.0
46: Clc1cccc(NCc2cn3cccnc3n2)c1
    105.0	104.0	11.5	103.0	-2.0	104.0	-64.2	97.9	4.8	103.0	103.0
47: COc1cccc(/C(N)=N/OC(=O)Cc2ccccc2[N+](=O)[O-])c1
    98.0	97.0	-4.6	94.0	-2.0	105.0	-10.4	92.5	8.7	98.0	97.0

No enrichment for hits; about 2.9% have a hit in one of these screens.
